Bioassay records deposited in PubChem BioAssay by National Center for Advancing Translational Sciences (NCATS).
HT1080NT lethal = kills 2HG-producing HT-1080-NT fibrosarcoma cells. 360,000 compounds, 1.6% hits. Potency, µM (series often up to 46.1 µM), inactives show top-dose activity, negative = less viability, actives largely listed as cytotoxic. HT-1080-NT fibrosarcoma viability, CellTiter-Glo ATP luminescence, 48 h;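 also: NT is the 2HG producing partner of a matched IDH1 knockdown line; potency is read from the fitted curve at half-maximal effect; 0% = DMSO-treated cells and -100% = media-only wells without cells; nearly all actives have a fitted effect of over 55% in size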
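HT-1080-NT fibrosarcoma cells (2HG-overproducing), 750 cells/well in RPMI with 5% FBS, dosed after 2 h and incubated 48 h at 37C. CellTiter-Glo luminescence normalized to DMSO and no-cell wells; concentration-response curves fitted and classed.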
SW480 rerep = DNA re-replication induction in SW480 cells. SW480 DNA re-replication, Hoechst DNA content imaging, 48 h. 340,000 compounds, 1.8% hits. AID 624297. Potency, µM (doses to about 46.1 µM), inactives show at the top dose re-replication activation, most hits filed as activators; also: potency is read from the fitted curve at half-maximal effect; % of control where 0% means no effect; nearly all actives have a fitted effect of over 55% in size
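Quantitative HTS format with DMSO vehicle controls; 48 hr drug incubation at 37 C, then 40 min Hoechst staining and scanning imager measurement at 405 nm excitation.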
IL1B secr inh = blocks inflammasome-driven IL-1 beta release; THP-1 LPS/ATP IL-1B secretion, AlphaLISA, 16 h; hits give low values; activity change, % at 57.5 µM; 360,000 compounds, 4.7% hits; AID 743279; in the data active = activity change below about -50%; inconclusive = mostly about -30% to -49%; also: % is scaled to controls: 0 for no effect and ±100 for the full control effect
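THP-1 cells pretreated 1 hr with compounds (up to 57.5 uM final), then stimulated with LPS (250 ng/mL final) plus ATP (1.25 mM final); secreted IL-1B measured by AlphaLISA after 16 hr, decreased signal indicating inhibition.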
KB-V1 cytotox = KB-V1 MDR subline cytotoxicity | KB-V1 MDR cells viability, CellTiter-Glo, 72 h | Potency, µM (series often up to 46.1 µM), for the others: top-dose activity change, negative = cytotoxicity, usual class: cytotoxic | 400,000 compounds, 3.4% hits; also: potency is read from the fitted curve at half-maximal effect; % is scaled to controls: 0 for no effect and ±100 for the full control effect; nearly all actives have a fitted effect of over 60% in size
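Readout: CellTiter-Glo luminescence, 10 min after addition. Cells: KB-V1 MDR subline, 72 h at 37 degrees C with compound. Analysis: corrected, normalized data fitted to concentration-effect curves.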
DRD3 agonist = agonists of human D3 dopamine receptor; P35462; D3R DiscoveRx beta-arrestin cells, luminescence, 90 min; max activation, %; 410,000 compounds, 0.58% hits; in the data active = max activation above about 30%; also: 0% is about no effect; mostly tested at two doses, the higher about 12 µM
Target sequence (P35462 whole entry, looked up): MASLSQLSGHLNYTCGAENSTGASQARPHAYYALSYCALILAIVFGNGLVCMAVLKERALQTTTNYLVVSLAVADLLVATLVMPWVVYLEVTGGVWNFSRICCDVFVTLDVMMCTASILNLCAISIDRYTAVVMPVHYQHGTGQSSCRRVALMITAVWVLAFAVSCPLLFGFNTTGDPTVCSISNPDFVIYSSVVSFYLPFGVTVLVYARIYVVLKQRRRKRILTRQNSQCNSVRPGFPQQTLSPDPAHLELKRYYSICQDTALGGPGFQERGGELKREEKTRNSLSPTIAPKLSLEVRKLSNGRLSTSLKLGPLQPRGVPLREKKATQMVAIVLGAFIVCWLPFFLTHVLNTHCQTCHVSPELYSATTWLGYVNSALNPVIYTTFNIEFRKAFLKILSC
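Agonist mode: compounds and dopamine controls were applied to plated cells for 90 min at 37 degrees C after an overnight attachment at 1500 cells/well. Luminescent read-out followed 30 - 60 minutes at room temperature with DiscoveRx detection reagent.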
D3 antag = antagonists of human D3 dopamine receptor | P35462 | D3R cells, DiscoveRx beta-arrestin luminescence, antagonist mode; hits give low values | max response, negative = inhibition, % | 360,000 compounds, 2.5% hits; in the data active = max response below about -50%; inconclusive = no clear call, values can overlap the other calls; also: % is scaled to controls: 0 for no effect and ±100 for the full control effect; mostly tested at two doses, the higher about 12 µM
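Cells expressing the human receptor were seeded at 1500 cells/well, incubated overnight at 37 degrees C in 5% CO2, then exposed to library compounds with dopamine controls for 90 minutes at 37 degrees C before luminescent detection.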
GLP1R ag = agonists of human GLP-1 receptor | P43220 | HEK293 GLP-1R CRE-luciferase, luminescence, 4-6 h; cells express a hypersensitive GLP-1R form | Potency, µM (series often up to 45.6 µM), for the others: at the top dose activation, actives largely listed as activators | 380,000 compounds, 0.007% hits | AID 624172; also: potency is read from the fitted curve at half-maximal effect; % of control where 0% means no effect
Target sequence (P43220 whole entry, looked up): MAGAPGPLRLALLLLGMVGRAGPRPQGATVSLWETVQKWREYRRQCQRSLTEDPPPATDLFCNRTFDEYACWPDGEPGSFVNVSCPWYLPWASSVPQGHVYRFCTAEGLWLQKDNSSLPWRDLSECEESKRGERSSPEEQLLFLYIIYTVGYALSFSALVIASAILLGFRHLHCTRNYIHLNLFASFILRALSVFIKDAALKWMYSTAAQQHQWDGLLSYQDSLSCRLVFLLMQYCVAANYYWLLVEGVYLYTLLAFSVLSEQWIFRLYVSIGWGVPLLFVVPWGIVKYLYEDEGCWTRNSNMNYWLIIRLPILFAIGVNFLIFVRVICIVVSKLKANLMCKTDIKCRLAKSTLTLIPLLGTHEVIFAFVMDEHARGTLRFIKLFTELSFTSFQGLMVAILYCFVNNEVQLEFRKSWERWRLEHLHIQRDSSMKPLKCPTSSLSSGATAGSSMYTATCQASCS
KB-3-1 cytotox = KB-3-1 parental cell cytotoxicity | KB-3-1 viability, CellTiter-Glo ATP luminescence, 72 h | Potency, µM (titrated, usually from 46.1 µM), without a hit: at the top dose activity change, negative = cytotoxic, hits mostly cytotoxic | 400,000 compounds, 1.4% hits; also: potency is read from the fitted curve at half-maximal effect; % is scaled to controls: 0 for no effect and ±100 for the full control effect; nearly all actives have a fitted effect of over 60% in size
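72 h, 37 °C compound treatment of KB-3-1 parental cells; CellTiter-Glo added, 10 min, luminescence read. Data corrected against DMSO-only plates and normalized before curve fitting.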
HT1080 IDH1KD tx = HT-1080 IDH1 knockdown cell toxicity (counter line) | Potency, µM (top dose mostly 46.1 µM), inactives show at the highest dose activity, negative = toxicity, hits mostly cytotoxic | AID 686971 | 360,000 compounds, 2% hits | HT-1080 IDH1 knockdown viability, ATP luminescence, 48 h;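 also: potency is read from the fitted curve at half-maximal effect; 0% = DMSO wells and -100% = cell-free medium wells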
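Cytotoxicity counter-line: IDH1KD HT-1080, 48 h, CellTiter-Glo. Curves classed by r2, magnitude and activity.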
Active calls of the source: *; u = inconclusive; x = not tested or not shown; [ ] = another dose, or the depositor's remark. Unless noted, calls follow the shape of the dose curve; as a rule, active = well fitted curve in the direction sought with a large enough effect; inconclusive = small, poorly fitted or top-dose-only effect, or another doubt; inactive = no such curve, though single readings can be large; an effect the other way counts as inactive or inconclusive.

A first look (7 entries):
SMILES	HT1080NT lethal	SW480 rerep	IL1B secr inh	KB-V1 cytotox	DRD3 agonist	D3 antag	GLP1R ag	KB-3-1 cytotox	HT1080 IDH1KD tx
Cc1ccc(OCc2nnc(SCC(N)=O)n2N)cc1	5%	-17%	-2	3%	3	11	-3%	8%	7%
NC(=O)C1CCN(C(=O)c2cccc(CN3C(=O)c4ccccc4C3=O)c2)CC1	9%	0%	4	26%	-3	0	-10%	0%	2%
CC(=O)Oc1c(C(C)C)cc(N(C(C)=O)c2ccccc2)cc1C(C)C	-6%	-18%	-5	-5%	0	11	0%	1%	2%
C=CCOC(=O)C1=C(C)N=C2SCCC(=O)N2C1/C=C/c1ccccc1OC (stereo not given)	-4%	-11%	-10	-14%	-1	-3	11%	-1%	-15%
Cn1c(-c2ccc(F)cc2)cnc1NCc1ccc(C#N)cc1	-12%	-2%	-15	21µM*	-1	-73*	5%	-9%	-24%
Cn1c(=O)oc2cc(S(=O)(=O)N3CCC(C(=O)NCc4cccs4)CC3)ccc21	-7%	-4%	13	u	-1	7	-1%	5%	-1%
COc1ccc(OCc2nc(C#N)c(NCCCn3ccnc3)o2)cc1	16%	-22%	13	-2%	-3	9	0%	-9%	10%

All compounds of this part, repeating the preview:
SMILES	HT1080NT lethal	SW480 rerep	IL1B secr inh	KB-V1 cytotox	DRD3 agonist	D3 antag	GLP1R ag	KB-3-1 cytotox	HT1080 IDH1KD tx
Cc1ccc(OCc2nnc(SCC(N)=O)n2N)cc1	5%	-17%	-2	3%	3	11	-3%	8%	7%
NC(=O)C1CCN(C(=O)c2cccc(CN3C(=O)c4ccccc4C3=O)c2)CC1	9%	0%	4	26%	-3	0	-10%	0%	2%
CC(=O)Oc1c(C(C)C)cc(N(C(C)=O)c2ccccc2)cc1C(C)C	-6%	-18%	-5	-5%	0	11	0%	1%	2%
C=CCOC(=O)C1=C(C)N=C2SCCC(=O)N2C1/C=C/c1ccccc1OC (stereo not given)	-4%	-11%	-10	-14%	-1	-3	11%	-1%	-15%
Cn1c(-c2ccc(F)cc2)cnc1NCc1ccc(C#N)cc1	-12%	-2%	-15	21µM*	-1	-73*	5%	-9%	-24%
Cn1c(=O)oc2cc(S(=O)(=O)N3CCC(C(=O)NCc4cccs4)CC3)ccc21	-7%	-4%	13	u	-1	7	-1%	5%	-1%
COc1ccc(OCc2nc(C#N)c(NCCCn3ccnc3)o2)cc1	16%	-22%	13	-2%	-3	9	0%	-9%	10%
COc1cccc(CN(C)C(=O)c2ccc(Cl)c(S(=O)(=O)N3CCCCCC3)c2)c1OC	0%	-23%	-53*	u	-1	1	17%	-14%	-10%
COc1ccc(C(=O)Oc2ccc3ccc(=O)oc3c2)cc1OC	0%	-1%	10	-12%	-13	0	11%	-4%	11%
CCOC(=O)C1(CCOc2ccccc2)CCN(Cc2cnc(C)[nH]2)CC1	-11%	1%	-94*	-16%	-13	u	2%	-12%	-11%
COc1ccc(S(=O)(=O)NCC2CCCN(C(=O)CNC(C)=O)C2)cc1 (stereo not given)	22%	-2%	-12	u	-5	12	-1%	4%	10%
c1ccc(CCNc2c3c(nc4ncnn24)CCC3)cc1	2%	-6%	-10	12µM*	6	14	4%	6%	-6%
Cn1c2c(c(=O)n(C)c1=O)C1(C(=O)Nc3ccccc31)C(C#N)=C(N)O2 (stereo not given)	4%	-2%	-21	0%	1	-29	0%	u	9%
O=C(COc1ccccc1C(=O)NCC1CCCO1)Nc1ccc(Br)cc1 (stereo not given)	-15%	2%	-9	-2%	6	-15	15%	-1%	-19%
COc1cccc(CNC(=O)Cc2ccc(NC(=O)C3=C(C)OCCS3)cc2)c1	-23%	1%	4	u	-3	-2	1%	u	-26%
Cc1cc(/C=C2\SC(N)=NC2=O)c(C)n1-c1ccc(F)cc1	3%	11%	20	8%	-11	-26	8%	-4%	0%
CCC(=O)N1CCC(C)(C(=O)Nc2nccc3ccccc23)C1 (stereo not given)	0%	x	29	3%	3	52	-6%	0%	8%
CCCN1C=CC(=CC=C(C#N)C#N)C=C1	-2%	-18%	x	-3%	-15	-17	1%	-9%	2%
Cc1cc(C)cc(N(C(=O)c2ccc(Br)o2)C2C=CS(=O)(=O)C2)c1 (stereo not given)	18%	1%	-9	-15%	-4	-5	6%	-4%	6%
CSc1cccc(NC(=O)CN(c2cc(C)ccc2C)S(C)(=O)=O)c1	-20%	-7%	u	0%	0	34	-1%	u	-26%
CCn1c(=O)cc(O)c2ccccc21	-1%	0%	8	15%	-4	-23	6%	-11%	-1%
CN(Cc1nc2ccccc2c(=O)[nH]1)C(=O)c1cccc(S(=O)(=O)N2CCCC2)c1	-1%	-6%	9	u	10	3	2%	-1%	-2%
O=C(Nc1cccc(F)c1)C1CCCN1S(=O)(=O)c1cccc2cccnc12 (stereo not given)	-10%	-3%	15	0%	-4	-21	21%	-15%	0%
O=C(CSc1nnc(-c2cccc(Cl)c2)o1)Nc1ccc2c(c1)OCCO2	9%	1%	-2	3%	1	8	-9%	-1%	0%
CCc1cccc2c(C(=O)C(NC(C)CC)c3ccccc3)c[nH]c12 (stereo not given)	21µM*	1%	-18	-5%	-14	-25	9%	-3%	u
CC(=O)Nc1ccc(NC(=O)/C=C/c2ccc(Cl)cc2)cc1	-10%	-3%	-13	-9%	-9	-5	0%	-7%	11%
CC(=O)OC(C(=O)NC1CCCCC1)c1ccccc1F (stereo not given)	2%	5%	-17	u	-5	-3	19%	-8%	-13%
O=C(CSc1nc(O)cc(=O)[nH]1)N1CCOCC1	u	-15%	-10	-4%	-7	-3	-3%	3%	20%
COCCNC(=O)CCSc1nc(-c2ccc3c(c2)OCO3)cc(C(F)(F)F)n1	x	x	x	u	4	x	2%	-6%	x
COC(OC)c1ccnc(SCc2ccccc2Cl)n1	-3%	-10%	-7	0%	-5	-11	14%	3%	-6%
O=C(Cc1ccc(S(=O)(=O)N2CCOCC2)s1)Nc1ccc2c(c1)CCC2	-2%	0%	u	-15%	3	-20	2%	11%	-26%
O=C(CN1CCN(c2ccccc2F)CC1)c1ccc2cc[nH]c2c1	0%	-2%	12	-1%	-3	-63*	1%	11%	-4%
O=C(Cc1cccc2ccccc12)NCC1CCCO1 (stereo not given)	7%	-3%[9.22 µM]	21	3%	2	9	-4%	30%	11%
COc1ccc(OC)c(C2C(C(=O)c3ccc(C)o3)=C(O)C(=O)N2c2cc(C)on2)c1 (stereo not given)	-16%	13%	-16	-8%	-6	-30	-6%	0%	-19%
O=C(NNC(=O)c1csc(N2CCOCC2)n1)c1ccc(=O)[nH]c1	5%	-26%	-2	14%	10	8	2%	0%	-3%
COc1ccc(-c2cccc(-c3cc(=O)oc4cc5c(cc34)OCO5)c2)cc1	5%	-11%	18	-4%	5	56	-1%	15%	8%
COc1cc(C(O)c2nc3ccccc3n2C(C)C)cc(OC)c1OC (stereo not given)	0%	2%	27	u	0	-4	1%	0%	4%
CC1c2cc3c(cc2CCN1C(=O)c1ccc(C(F)(F)F)cc1)OCCCO3 (stereo not given)	-9%	1%	-3	5%	-15	4	2%	-22%	-5%
COC(=O)[C@@]1(C)[C@H]2C(=O)N(Cc3ccccc3)C(=O)[C@H]2[C@H]2CN(C)C(=NC3CCCCC3)N21	-4%	-3%	-8	12%	0	0	0%	-1%	1%
O=C(NC1CC1)C1=C[C@H](c2c[nH]c3ccccc23)C[C@H](OCCCCO)O1	0%	0%	0	5%	-15	-1	7%	1%	15%
COc1ccc(CN(C)C(=O)CNC(=O)c2cccs2)c(OC)c1	-1%	-6%	4	4%	4	10	8%	0%	3%
CCc1ccc(NC(=O)CC2C(=O)N(c3cccc(C)c3)C(=O)N2C2CC2)cc1 (stereo not given)	11%	-5%	-3	1%	2	2	1%	18%	-2%
CCOc1ccc(CCNC(=O)c2sc3nc4n(c(=O)c3c2C)CCC4)cc1OCC	-3%	-9%	0	u	7	9	4%	1%	-2%
CCCn1cnnc1CNC(=O)[C@H]1O[C@@H](n2ccc(=O)[nH]c2=O)[C@H](O)[C@@H]1O	-3%	x	-25	18µM*	-3	0	-3%	-3%	1%
N#CC1=C(N)SC(N)=C(C#N)C1Cc1ccccc1	5%	-5%	48	-11%	0	24	-1%	-3%	0%
O=C(c1ccccc1NS(=O)(=O)c1ccccc1[N+](=O)[O-])N1CCOCC1	-2%	-11%	4	22%	-3	-22	-8%	8%	15%
CCN(CC)CCCNC(=O)c1cc2nc3c(c(C(F)(F)F)n2n1)CCc1ccccc1-3	u	17%	u	19%	5	4	5%	-1%	u
CCNC(=O)Nc1ccc(OC)cc1OC	-1%	u	11	0%	1	-5	-1%	-5%	3%
CC1CCCCC1NC(=O)c1ccc(S(=O)(=O)N2CCCC2)cc1 (stereo not given)	6%	-2%	0	-3%	6	u	-2%	14%	16%

Rows were taken by chance. About 12% of those tested had a hit in this group.
